rTrxR1 inhibitor: qHTS Assay for Inhibitors of Mammalian Selenoprotein Thioredoxin Reductase 1 (TrxR1): qHTS; Thioredoxin reductase 1, cytoplasmic (Rattus norvegicus), O89049; recombinant rTrxR1, NADPH fluorescence consumption, selenite substrate; Potency, µM (titrated, usually from 114 µM), for inactives: at the highest dose activity change, negative = inhibition, hits mostly inhibitors; hit rate 1% among 390,000; AID 588453, 2011; note: potency is the fitted concentration of half-maximal effect; % is set by controls: 0 for no effect and ±100 for the full control effect; nearly all actives have a fitted effect of over 65% in size
Target sequence (O89049 whole entry, looked up): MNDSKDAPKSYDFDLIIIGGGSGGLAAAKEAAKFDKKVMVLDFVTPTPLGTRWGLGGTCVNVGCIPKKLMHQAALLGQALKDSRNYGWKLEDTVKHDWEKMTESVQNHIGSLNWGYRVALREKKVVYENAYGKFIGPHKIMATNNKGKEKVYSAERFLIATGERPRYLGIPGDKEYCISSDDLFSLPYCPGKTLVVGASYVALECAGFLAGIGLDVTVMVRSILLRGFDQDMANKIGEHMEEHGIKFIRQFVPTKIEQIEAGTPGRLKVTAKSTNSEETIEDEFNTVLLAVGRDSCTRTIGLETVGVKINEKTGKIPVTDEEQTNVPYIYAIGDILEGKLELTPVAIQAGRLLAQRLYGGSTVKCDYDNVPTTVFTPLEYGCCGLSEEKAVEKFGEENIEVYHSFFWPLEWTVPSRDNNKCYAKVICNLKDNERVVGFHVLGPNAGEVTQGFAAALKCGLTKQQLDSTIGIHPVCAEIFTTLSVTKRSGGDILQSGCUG
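Rat TrxR1 (90 nM in the dispensed reagent) was pre-reduced with 400 uM NADPH for 5 min at room temperature, then incubated with compound for 15 min. After 400 uM selenite was added, NADPH fluorescence (Ex 340/Em 450 nm) was followed for 8 min.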
Tb PGK inh: qHTS Assay to Find Inhibitors of Phosphoglycerate Kinase; Phosphoglycerate kinase, glycosomal (Trypanosoma brucei brucei), P07378; PGK/GAPDH coupled, Kinase-Glo luminescence, 60 min; Potency, µM (highest dose often 57.5 µM), for inactives: at the highest dose activity change, negative = inhibition, actives largely listed as inhibitors; hit rate 0.043% among 380,000; note: potency is the fitted concentration of half-maximal effect; % is set by controls: 0 for no effect and ±100 for the full control effect; nearly all actives have a fitted effect of over 60% in size
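Luminescent ATP detection (Kinase-Glo Plus) follows a 60-minute room-temperature incubation, with wells lacking PGK as controls. Buffer: 100 mM TEA (pH 7.6), 5 mM MgCl2, 0.01% Tween-20. Coupling enzyme GAPDH (100 nM final) supplies unstable 1,3-BPG in-well.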
PI4K2A inh: qHTS for small molecular inhibitors of PI4K2A. Phosphatidylinositol 4-kinase type 2-alpha (Homo sapiens), Q9BTU6. purified PI4K2A, ADP-Glo luminescence, 1 h; hits give low values. hit rate 0.13% among 420,000. activity change, negative = inhibition, % at 76.9 µM; in the data active = activity change below about -50%; inconclusive = mostly about -30% to -49%;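 note: -100% = wells without enzyme as full effect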
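In this quantitative HTS, ADP production by PI4K2A was quantified luminescently after 1 h at ambient temperature; 100 microM adenosine served as plate-quality control.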
TrxR1 substrate: qHTS Assay for Substrates of Mammalian Selenoprotein Thioredoxin Reductase 1 (TrxR1): qHTS | purified TrxR1 substrate turnover, NADPH consumption readout | Potency, µM (doses to about 114 µM), inactives show at the top dose activity change, negative = substrate turnover | hit rate 0.01% among 390,000 | AID 588456, 2011; note: potency is the fitted concentration of half-maximal effect; % is set by controls: 0 for no effect and ±100 for the full control effect; nearly all actives have a fitted effect of over 50% in size
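Rat TrxR1, dispensed at 90 nM, was prereduced with 400 uM NADPH (final) for 5 min at ~22 deg C, then incubated with compound 15 min before 400 uM selenite. A first-read NADPH fluorescence drop versus no-compound background flagged substrates.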
Pin1 inh: qHTS Assay to Find Inhibitors of Pin1; Peptidyl-prolyl cis-trans isomerase NIMA-interacting 1 (Homo sapiens), Q13526; hit rate 0.009% among 390,000; Pin1 FP peptide displacement, HiFluor488, 10 min; Potency, µM (doses to about 115 µM), without a hit: at the top dose activity, negative = inhibition, actives largely listed as inhibitors; active = well fitted inhibition curve with a large enough effect in the polarisation, with a control signal flat, not every such curve was filed as active; inconclusive = small, poorly fitted or top-dose-only effect, or effect the other way, or a change in a side signal; inactive = no such curve, though single readings can be large or run the other way; the % refers to the polarisation; note: potency is the fitted concentration of half-maximal effect; % is set by controls: 0 for no effect and ±100 for the full control effect
Target sequence (Q13526 whole entry, looked up): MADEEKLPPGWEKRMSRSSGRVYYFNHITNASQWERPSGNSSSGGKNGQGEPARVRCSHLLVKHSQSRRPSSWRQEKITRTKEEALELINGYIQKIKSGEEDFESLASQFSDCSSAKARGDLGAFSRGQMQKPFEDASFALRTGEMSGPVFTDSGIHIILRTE
HP1b binding inh: HTS for Inhibitors of HP1-beta Chromodomain Interactions with Methylated Histone Tails | Chromobox protein homolog 1 (Homo sapiens), P83916 | AlphaScreen HP1-beta / biotin-H3K9me3 peptide binding | Potency, µM (top dose mostly 114 µM), inactives show at the top dose activity change, negative = inhibition, hits mostly inhibitors | hit rate 0.56% among 390,000 | AID 540317, 2011; note: potency is the fitted concentration of half-maximal effect; nearly all actives have a fitted effect of over 70% in size; inactives centre near 23
Target sequence (P83916 whole entry, looked up): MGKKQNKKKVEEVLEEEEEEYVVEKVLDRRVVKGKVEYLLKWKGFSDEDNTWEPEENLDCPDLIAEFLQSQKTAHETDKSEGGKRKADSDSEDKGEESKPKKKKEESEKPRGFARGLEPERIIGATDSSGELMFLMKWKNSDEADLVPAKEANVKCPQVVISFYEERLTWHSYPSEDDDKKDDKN
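Compound inhibition of the preformed complex between 50 nM HP1-beta and 50 nM biotinylated H3K9me3 peptide was read by AlphaScreen. Buffer was PBS pH 7.4 with 0.01% Tween-20. Incubations ran 30 min at room temperature, with 10 ug/mL donor/acceptor beads.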
mIDH1 inhibitor: qHTS for Inhibitors of mutant isocitrate dehydrogenase 1 (IDH1): qHTS; AID 602179, 2012; Isocitrate dehydrogenase [NADP] cytoplasmic (Homo sapiens), O75874; hit rate 0.093% among 390,000; IDH1-R132H enzyme, NADPH consumption, diaphorase/resazurin fluorescence; Potency, µM (top dose mostly 76.6 µM), without a hit: at the highest dose activity change, negative = inhibition, most hits filed as inhibitors; note: potency is the fitted concentration of half-maximal effect; % is set by controls: 0 for no effect and ±100 for the full control effect; nearly all actives have a fitted effect of over 65% in size
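IDH1-R132H (0.5 ug/mL dispensed) in pH 7.5 Tris buffer was preincubated 30 min with compound, then given a substrate mix of 0.016 mM NADPH and 2 mM alpha-KG for 80 min at room temperature; remaining NADPH was read by diaphorase/resazurin fluorescence.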
USP1 inh: Inhibitors of USP1/UAF1: Primary Screen. Ubiquitin carboxyl-terminal hydrolase 1 (Homo sapiens), O94782. AID 743255, 2014. hit rate 0.23% among 390,000. Potency, µM (series often up to 57.1 µM), inactives show at the top dose activity change, negative = inhibition, actives largely listed as inhibitors. recombinant USP1/UAF1, Ub-Rhodamine cleavage fluorescence; note: potency is the fitted concentration of half-maximal effect; % is set by controls: 0 for no effect and ±100 for the full control effect; nearly all actives have a fitted effect of over 60% in size; inactives centre near -12
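USP1/UAF1 complex at 1 nM was preincubated with compound for 15 min at room temperature, then Ub-Rho substrate (150nM final) was added. Fluorescence (480/540 nm) was read kinetically, 6 reads every 60 seconds.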
GLS inh: qHTS for Inhibitors of Glutaminase (GLS); AID 624170, 2012; Glutaminase kidney isoform, mitochondrial (Homo sapiens), O94925; Potency, µM (series often up to 45.5 µM), for inactives: top-dose activity change, negative = inhibition, usual class: inhibitors; hit rate 0.21% among 410,000; GLS enzymatic activity, qHTS titration; note: potency is the fitted concentration of half-maximal effect; % is set by controls: 0 for no effect and ±100 for the full control effect
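hKGA in 45 mM KH2PO4 (pH 8.2), 0.02% Tween-20 with compound, then 1mM L-Glutamine (stock as added) plus glutamate oxidase/HRP/Amplex red coupling mix. Fluorescence read initially and after 30 min at RT; signal change reflects glutamate formation.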
The depositor's hits bear a star; i = inactive; u = inconclusive; x = not tested or not shown; [ ] = remark or other dose. Unless noted, calls come from the whole dose curve; as a rule, active = well fitted curve in the direction sought with a large enough effect; inconclusive = small, poorly fitted or top-dose-only effect, or another doubt; inactive = no such curve, though single readings can be large; an effect the other way counts as inactive or inconclusive. A portion of the library. The share of hits here may be higher or lower than overall.

no.	Tb PGK inh	mIDH1 inhibitor	rTrxR1 inhibitor	Pin1 inh	USP1 inh	GLS inh	PI4K2A inh	HP1b binding inh	TrxR1 substrate	Molecule
1	4%	20%	-10%	-7%	-2%	23%	-15	-2%	-8%	CCN(CCCNC(=O)C1CCCN(S(=O)(=O)CC)C1)c1cccc(C)c1 (centres undefined)
2	x	x	-18%	u	x	x	x	15%	2%	CC(=O)Nc1ccc(SCC(c2ccccc2)N2CCN(C)CCC2=O)cc1 (centres undefined)
3	1%	3%	-14%	-3%	-4%	3%	-2	40%[activator]	4%	C(=N\n1cnnc1)/c1ccc(N2CCOCC2)cc1
4	3%	0%	-18%	-9%	-5%	10%	2	53%[activator]	-9%	Fc1ccc(N2CCN(c3nnnn3-c3ccccc3)CC2)cc1
5	-1%	-13%	10%	5%	-29%	2%	-3	42%[activator]	40%[activator]	COC(=O)Nc1nnc(-c2ccc(OC)cc2)s1
6	i	-3%	-14%[57.1 µM]	-4%	-18%	-7%	-4	16%	-12%[57.1 µM]	COc1ccc(C)cc1NC(=O)C1CCC(CNS(=O)(=O)c2ccc3c(c2)CCCC(=O)N3)CC1 (centres undefined)
7	-14%	2%	4%	2%	-12%	-18%	2	83%	33%	O=c1[nH]c2ccccc2c(=O)n1Cc1ccccc1
8	-8%	9%	16%[57.1 µM]	-5%	-18%	3%	-3	38%	3%[57.1 µM]	Cc1c(C(=O)NC2CCCCC2)oc2ccccc12
9	-5%	5%	13%[57.1 µM]	3%	-8%	-8%	0	-2%	-3%	C=CCn1c(CNC(=O)c2ccccc2C)nnc1SCC(=O)NC1CCCC1
10	-2%	5%	-8%	1%	-4%	25%	-14	25%	-7%	O=C(Nc1cccnc1)c1scc2c1OCCO2
11	-3%	2%	12%[57.1 µM]	-1%	-3%	10%	3	9%	10%[57.1 µM]	O=C(COc1ccc(Br)cc1CO)Nc1ccccc1F
12	-4%	5%	-8%	-5%	-19%	-2%	1	26%	-8%	O=C(COC(=O)/C=C/c1nc2ccccc2s1)Nc1cccc2ccccc12
13	-8%	-2%	-6%	9%[163 µM]	-7%	16%	-2	10%	-10%	O=S1(=O)N=C(Oc2ccccc2)c2ccccc21
14	-1%	7%	-6%	-6%	-12%	20%	2	30%	6%	COC(=O)c1[nH]c2ccc(Cl)cc2c1NC(=O)CN1CCC(C(N)=O)CC1
15	-7%	4%	-10%	-1%	-5%	0%	0	44%[activator]	-9%	CC1=NN(C(C#N)c2ccccc2C)C(C)(C)C1 (centres undefined)
16	-2%	3%	22%	-1%	-4%	0%	2	53%[activator]	0%	CCOC(=O)Cn1c(=NC(=O)C2CC2)sc2c(C)cc(C)cc21
17	8%	5%	-35%	-6%	-10%	2%	-1	31%	157%[activator]	Cc1cccn2c(=O)c3cc(C(=O)NCCN4CCOCC4)n(C)c3nc12
18	-4%	-6%	-14%[11.4 µM]	0%	-2%	0%	6	29%	5%[57.1 µM]	O=C(O)c1cccc2c1C(=O)c1cc([N+](=O)[O-])ccc1-2
19	-7%	15%	0%	-1%	-13%	8%	6	33%	0%	O=C(CCn1c(=O)c2cccn2c2cccnc21)N1CCN(c2ccccc2)CC1
20	-9%	0%	10%[57.1 µM]	1%	4%	-3%	0	23%[57 µM]	-2%[57.1 µM]	Cc1cccc2c(=O)cc(CSc3ccccc3NC(=O)c3cccc(Cl)c3)[nH]c12
21	0%	0%	28%	-9%	-30%	19%	1	37%	5%	CC(C)n1cc(C(=O)N2CCCC(N3CCN(c4ccc(F)cc4)CC3)C2)cn1 (centres undefined)
22	i	0%	8%	-5%	1%	-5%	-6	19%	8%	Cc1ccc(OCc2nnc(NC(=O)c3ccco3)s2)c(C)c1
23	i	-2%	6%[57.1 µM]	-5%	1%	-5%	-5	8%	0%[57.1 µM]	CCOC(=O)C1CCN(C(=O)COC(=O)CNC(=O)c2ccc(OC)cc2)CC1
24	-3%	0%	4%	-6%	-22%	-3%	-1	69%[activator]	-6%	CC(=O)c1ccc(OCC(C)Oc2ccc(C#N)cc2)cc1 (centres undefined)
25	2%	0%	-2%	5%	-5%	-4%	3	27%	-5%	CC1CCCCC1NC(=O)CSc1nnc(COc2ccccc2Cl)o1 (centres undefined)
26	-5%	-4%	0.4µM*	3%	-14%	1.8µM*	-19	1%[57 µM]	-3%	O=C(Nc1ccccc1Cl)/C(Cl)=C(\Cl)S(=O)c1ccccc1 (centres undefined)
27	1%	0%	24%[57.1 µM]	1%	-17%	-1%	4	38%[activator]	6%[57.1 µM]	COc1ccc(CC(=O)NNC(=O)CCc2ccccc2)cc1OC
28	2%	-5%	22%[57.1 µM]	17%	-17%	2%	-13	17%[57 µM]	4%[57.1 µM]	COc1cccc(-n2cc(C(=O)Oc3ccc(F)cc3)c3ccccc3c2=O)c1
29	-5%	0%	-2%	-12%	-7%	0%	-14	13%	-3%	CCOc1ccc(N2CC(O)Cn3c2nc2c3c(=O)n(CCCc3ccccc3)c(=O)n2C)cc1 (centres undefined)
30	i	2%	-8%	u	-13%	-1%	2	142%	-13%	O=C(Nc1ccccc1Br)c1ccccc1-c1ccccc1
31	4%	-9%	33%	-1%	-15%	1%	1	34%	6%	Cc1ccc(C)c(S(=O)(=O)N2CCN(C(=O)Cn3cnc4c3c(=O)n(C)c(=O)n4C)CC2)c1
32	-26%	-4%	-13%	2%	-1%	-4%	-5	-15%	-6%	c1ccc(-c2nnc(-c3ccccn3)s2)nc1
33	-11%	u	5%[57.1 µM]	u	-16%	8%	-13	15%	2%[57.1 µM]	c1cc(-c2sc(-c3ccncc3)c(-c3ccncc3)c2-c2ccncc2)ccn1
34	0%	7%	-5%	-9%	-8%	-10%	0	26%	-6%	O=C(Cn1nnc(-c2ccccc2)n1)NC1CCS(=O)(=O)C1 (centres undefined)
35	-1%	2%	19%[57.1 µM]	3%	-10%	-12%	-4	5%[57 µM]	8%[57.1 µM]	O=C(NCCc1csc(-c2cccnc2)n1)c1ccc(F)c(F)c1
36	i	u	x	x	-17%	-2%	-5	x	x	O=C1[C@H]2[C@@H](c3ccccc3)N[C@]3(CCCN(Cc4ccc(C(F)(F)F)cc4)C3=O)[C@H]2C(=O)N1Cc1ccccc1
37	-11%	4%	2%[57.1 µM]	-2%	-6%	9%	1	22%[57 µM]	-2%[57.1 µM]	Cc1ccc(NC(=O)N2CCN(c3cc(-c4noc(C)n4)ccc3C)CC2)c(F)c1
38	-2%	4%	10%	-5%	-25%	-10%	1	20%	1%	CC(=O)N1c2ccc(S(=O)(=O)N3CCC(C(=O)N4CCC(C)CC4)CC3)cc2CC1C (centres undefined)
39	-6%	4%	10%	-2%	-22%	9%	2	22%	1%	[O-]/[N+](=C\c1ccco1)c1ccc(Cl)cc1
40	-12%	5%	31%	-3%	-17%	5%	-3	34%	5%	CC12CCC(C/C1=N/NC(=O)COc1ccccc1Cl)C2(C)C (centres undefined)
41	i	-12%	14%	2%	-12%	-1%	-2	-6%	2%	COc1ccc(NC(=O)c2ccc(NC3CC(=O)N(c4ccc(C)cc4C)C3=O)cc2)cc1 (centres undefined)
42	x	x	24%	-1%	x	x	x	u	55%[activator]	Cc1ccc(Nc2c(-c3ccc(C)s3)nc3cccc(C)n23)cc1
43	1%	0%	-13%[57.1 µM]	-3%	-1%	-3%	-12	35%	-10%[57.1 µM]	Cc1ccc(Sc2ncccc2COC(=O)Nc2c(C)cccc2C)cc1
44	1%	11%	-7%[57.1 µM]	5%	-15%	0%	-2	91%[activator]	-1%[57.1 µM]	CCCCNC(=O)c1onc(CSc2ccccc2)c1C(=O)NCCCC
45	-3%	1%	38%[activator]	-6%	-1%	1%	0	13%	36%[activator]	COc1ccc(-c2nc(C#N)c(NCc3ccccc3Cl)o2)cc1OC
46	-4%	-3%	26%	-2%	-20%	0%	1	21%	1%	Cc1cc(C)nc(/N=C(\N)Nc2cccc(OCc3ccccc3)c2)n1

High-throughput results from PubChem.
